# MmCpn inh: inhibitors of Methanococcus maripaludis chaperonin (MmCpn) | purified Mm-Cpn ATPase, ADP Transcreener TR-FRET | Potency, µM (top dose mostly 76.9 µM), for inactives: top-dose activity, negative = inhibition, actives largely listed as inhibitors | hit rate 0.031% among 330,000 | AID 504842; also: potency is read from the fitted curve at half-maximal effect; % is scaled to controls: 0 for no effect and ±100 for the full control effect; nearly all actives have a fitted effect of over 80% in size
#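 ATPase read-out: TR-FRET ADP immunoassay (anti-ADP Eu cryptate vs ADP-d2), ex 320 nm, em 590/665 nm; signal drops as ADP forms. Enzyme 25 nM, ATP 10 uM, 30 min at 37°C after 10 min compound preincubation.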
# PLK1 PBD block: blocks phosphopeptide binding to human PLK1 polo-box domain; AID 720504; Plk1 PBD binding of FITC phosphopeptide, fluorescence polarization; P53350; hit rate 2.8% among 360,000; Potency, µM, for inactives: max response, negative = inhibition, most hits filed as inhibitors; also: potency is read from the fitted curve at half-maximal effect; series mostly up to about 57 µM; % is scaled to controls: 0 for no effect and ±100 for the full control effect; nearly all actives have a fitted effect of over 65% in size
# EPAC1 agonist: activates human EPAC1 exchange factor; O95398; EPAC1 agonist qHTS, biochemical assay; response scale: 100% = response to 6.5 mM cAMP; Potency, µM (doses to about 154 µM), for inactives: at the highest dose activation, most hits filed as activators; hit rate 0.073% among 360,000; also: potency is read from the fitted curve at half-maximal effect; nearly all actives have a fitted effect of over 60% in size
#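 Nucleotide exchange assay: 100 nM EPAC1 with 250 nM Rap1B loaded with BODIPY-GDP and 50 uM GDP, room temperature. Fluorescence (480/540 nm) read every 5 min for 30 min; signal change normalized to 6.5 mM cAMP as full agonist.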
# EPAC2 antag: EPAC2 (human) antagonism | EPAC2 GEF exchange of Rap1B-BODIPY-GDP, fluorescence | Q8WZA2 | hit rate 0.18% among 360,000 | Potency, µM (titrated, usually from 114 µM), inactives show at the top dose activity, negative = inhibition, usual class: inhibitors; also: potency is read from the fitted curve at half-maximal effect; % is scaled to controls: 0 for no effect and ±100 for the full control effect; nearly all actives have a fitted effect of over 45% in size; many of its hits are not listed in these tables
# Target sequence (Q8WZA2 whole entry, looked up): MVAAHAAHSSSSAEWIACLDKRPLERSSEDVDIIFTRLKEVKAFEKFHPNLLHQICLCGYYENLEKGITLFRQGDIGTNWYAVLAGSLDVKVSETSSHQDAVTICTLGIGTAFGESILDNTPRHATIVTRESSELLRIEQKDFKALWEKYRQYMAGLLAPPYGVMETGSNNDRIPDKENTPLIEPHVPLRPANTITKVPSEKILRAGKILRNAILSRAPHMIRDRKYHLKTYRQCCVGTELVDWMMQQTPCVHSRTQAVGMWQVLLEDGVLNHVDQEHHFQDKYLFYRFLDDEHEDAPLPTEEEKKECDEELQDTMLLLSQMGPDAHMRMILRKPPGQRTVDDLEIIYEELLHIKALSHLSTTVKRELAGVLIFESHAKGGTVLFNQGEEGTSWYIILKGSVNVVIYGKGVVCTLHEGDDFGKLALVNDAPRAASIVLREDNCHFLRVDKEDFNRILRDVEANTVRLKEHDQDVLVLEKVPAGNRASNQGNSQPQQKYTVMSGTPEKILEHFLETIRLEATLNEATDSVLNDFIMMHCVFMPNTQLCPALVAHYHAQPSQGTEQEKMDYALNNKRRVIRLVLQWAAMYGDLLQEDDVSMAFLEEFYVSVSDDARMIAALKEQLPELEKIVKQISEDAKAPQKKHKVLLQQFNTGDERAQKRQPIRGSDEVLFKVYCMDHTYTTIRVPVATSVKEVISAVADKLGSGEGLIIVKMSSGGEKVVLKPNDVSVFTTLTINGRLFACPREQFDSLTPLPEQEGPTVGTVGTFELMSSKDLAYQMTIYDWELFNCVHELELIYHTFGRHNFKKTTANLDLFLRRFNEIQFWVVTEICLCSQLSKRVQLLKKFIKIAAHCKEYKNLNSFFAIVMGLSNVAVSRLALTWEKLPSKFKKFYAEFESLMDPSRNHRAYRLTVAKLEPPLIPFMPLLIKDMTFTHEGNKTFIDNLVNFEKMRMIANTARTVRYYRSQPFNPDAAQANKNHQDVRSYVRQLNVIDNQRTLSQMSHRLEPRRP
# EPAC1 antagonist: blocks human EPAC1 exchange factor. O95398. EPAC1 GEF assay, Rap1b-BODIPY-GDP exchange fluorescence. Potency, µM (doses to about 115 µM), without a hit: at the highest dose activity change, negative = inhibition, usual class: inhibitors. hit rate 0.14% among 360,000;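 also: potency is read from the fitted curve at half-maximal effect; plate controls were vehicle for no effect and positive control for full effect; nearly all actives have a fitted effect of over 50% in size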
# PI5P4K alpha inh: blocks human PI5P4K alpha kinase activity; hit rate 1.2% among 330,000; P48426; AID 652105; max response, %; PI5P4Kalpha enzyme, ADP-Glo luminescence, 60 min; active compounds read low; active = max response of -50% or lower; inconclusive = between -30% and -50%; inactive = -30% or higher; also: value at the top dose of about 77 µM; % is scaled to controls: 0 for no effect and ±100 for the full control effect
#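 Single end-point luminescence (ADP-Glo) quantified ADP from PI5P4Kalpha turnover; ATP 5 microM final, 1 h at RT, 0.1% CHAPS and 0.28 mM EGTA in HEPES pH 7.4.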
# WRN inhibitor: blocks human WRN helicase. Q14191. WRN helicase unwinding, fluorescent forked duplex, kinetic. Potency, µM (titrated, usually from 114 µM), for the others: at the top dose activity change, negative = inhibition, most hits filed as inhibitors. hit rate 0.46% among 360,000. AID 651768; also: potency is read from the fitted curve at half-maximal effect; % is scaled to controls: 0 for no effect and ±100 for the full control effect; nearly all actives have a fitted effect of over 55% in size
#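 Kinetic red-fluorescence monitoring (525/598 nm) tracks WRN helicase activity after 100 nM fluorophore-quencher forked duplex and 2 mM ATP are added to 20 nM enzyme pretreated 15 min at room temperature with compound.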
# CCT modulator: modulators of cytosolic chaperonin (CCT/TRiC) activity; hit rate 0.3% among 360,000; AID 651819; purified chaperonin ATPase assay, HTRF ADP detection, 30 min; activity change, % (no concentration beside the values), hits read low; in the data active = activity change below about -30%; also: % is scaled to controls: 0 for no effect and ±100 for the full control effect
#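 TRiC (40 or 20 nM final, by batch activity) in 30 mM Tris pH 7.4, 100 mM KCl, 5 mM MgCl2, 1 mM DTT was treated with compound at 76 uM single dose, then 10 uM ATP, 30 min at 37 °C. ADP was read by HTRF Transcreener.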
# Numbers without * were called inactive; ? = inconclusive; . = no result given; [ ] = another dose, or the depositor's remark. Unless noted, calls follow the shape of the dose curve; as a rule, active = well fitted curve in the direction sought with a large enough effect; inconclusive = small, poorly fitted or top-dose-only effect, or another doubt; inactive = no such curve, though single readings can be large; an effect the other way counts as inactive or inconclusive. The list is partial; count on the stated rates, not on these rows.
structure,PLK1 PBD block,WRN inhibitor,EPAC1 antagonist,EPAC1 agonist,MmCpn inh,PI5P4K alpha inh,CCT modulator,EPAC2 antag
O=C(Nc1nccs1)c1ccc(S(=O)(=O)N2CCCCC2)cc1,2.3%,6.2%,-7.9%,-6.1%,-0.9%,-1.1,0.6,-2.5%
Cc1cc(C)cc(-n2c(N)c(C(=O)Nc3c(C)n(C)n(-c4ccccc4)c3=O)c3nc4ccccc4nc32)c1,8.3%,?,8.8%,-0.2%,2.5%,-8.1,-0.9,-6.4%
O=C(C1CCCO1)N1CCN(C(=O)C23CC4CC(CC(C4)C2)C3)CC1 (configuration not stated),-0.5%,8.3%,1.9%,3.3%,.,-0.8,0.1,-5.4%
COc1ccc(Cl)cc1C(=O)Nc1nnn(C)n1,-15.6%,-1.2%,-0.4%,0.3%,1.5%,.,-2.9,-4.5%
Cc1ccc(Nc2nc(CSc3nnnn3C)cs2)cc1,-7.3%,-12.2%,0.7%,6.4%,1.4%,.,0.6,-0.4%
C=CCn1c(SCCOC)nc2c1c(=O)[nH]c(=O)n2C,?,4.2%,-1.1%,-11.3%,2.1%,-13.1,-2.1,-1.2%
O=C(CN1C(=O)S/C(=C\c2ccccc2)C1=O)NCCCn1ccnc1,?,-4.4%,4.0%,13.2%,-1.1%,8.5,0.4,0.8%
Cc1onc(-c2ccccc2)c1C(=O)N1CCN(c2ccccc2)CC1,2.6%,4.6%,-2.3%,-4.6%,0.5%,0.9,0.4,0.7%
CC(C)C[C@H]1CN=C(N(C)C)N1CC1CCCC1,-16.3%,-5.9%,-6.5%,-4.7%,1.3%,0.2,1.7,?
CCOc1cc(-c2nc(-c3ccc(C)nc3OC)no2)cc(OCC)c1OCC,-2.1%,-4.0%,-5.1%,-6.6%,?,-1.9,-0.6,1.9%
CCC(O)(Cc1ccccn1)Cc1ccccn1,1.1%,-14.9%,-4.4%,3.2%,.,9.1,-1.5,10.8%
O=C(c1ccc(F)cc1)N1CCN(C(=O)c2ccc([N+](=O)[O-])cc2)CC1,-9.6%,-8.9%,6.1%,1.9%,-1.2%,0.6,1.0,2.6%
O=C(NC(=S)Nc1ccc(-c2nc3ncccc3o2)cc1)c1ccccc1F,-6.6%,5.5%[57.1 µM],-15.7%,2.6%,-9.6%,6.7,0.5,1.1%
Cc1ccc(S(=O)(=O)NNC(=O)Cc2cccn2C)cc1,2.2%,0.7%,3.7%,-3.6%,-2.3%,-4.0,0.8,-1.9%
CCn1nnnc1SCC(=O)Nc1ccc2c(c1)OCO2,-1.1%,146.0%[activator],11.8%,1.7%,-1.0%,-9.9,0.8,4.5%
CC(C)(C)N1C(=O)[C@H]2[C@@H](c3ccc(Br)cc3)N3C(=O)N(c4cccc(F)c4)C(=O)[C@@]3(C)[C@H]2C1=O,-2.5%,-1.8%,-20.2%,0.3%,-0.2%,-0.5,-3.2,4.2%
CCOc1ncccc1C(=O)N=c1sccn1C,-14.1%,?,-16.5%,1.7%,0.0%,-9.6,-1.9,3.8%
c1ccc(CN2CCN(c3nc(NCc4ccco4)c4ccccc4n3)CC2)cc1,3.6%,-6.2%,-22.2%,16.7%,-0.5%,8.2,-4.3,-12.1%
C=CCn1c(SCC(=O)NC)nc2sc3c(c2c1=O)CCC3,-13.8%,9.8%,-4.8%,6.3%,1.1%,-5.5,-3.2,9.2%
O=C(Oc1ccc(N(Cc2cccs2)C2=NS(=O)(=O)c3ccccc32)cc1)c1ccccc1,-9.8%,0.0%,-14.0%,11.3%,0.9%,.,-1.9,-2.3%
COc1ccccc1NC(=O)Nc1ccnn1C1CCN(C(=O)c2ccccn2)CC1,-1.8%,-21.8%,6.7%,-0.9%,-2.4%,-4.1,-0.1,10.7%
O=C(CN1C(=O)c2ccccc2C1=O)Nc1cccc([N+](=O)[O-])c1,-19.9%,?,11.2%,-2.3%,1.2%,-6.0,-2.0,1.9%
Cn1cnnc1SCC(=O)Nc1ccc(F)cc1,0.8%,8.8%,6.6%,3.4%,0.3%,-5.7,-2.9,0.3%
O=C(Nc1ccc(Cl)cc1)Nc1cc([N+](=O)[O-])ccc1F,-0.4%,6.2%,-0.9%,-6.9%,-1.4%,-3.9,-4.4,6.2%

# Shown with values under each structure: two of the compounds above
# Sequence of screens: PLK1 PBD block, WRN inhibitor, EPAC1 antagonist, EPAC1 agonist, MmCpn inh, PI5P4K alpha inh, CCT modulator, EPAC2 antag
- O=C(CN1C(=O)c2ccccc2C1=O)Nc1cccc([N+](=O)[O-])c1
    -19.9%, ?, 11.2%, -2.3%, 1.2%, -6.0, -2.0, 1.9%
- Cn1cnnc1SCC(=O)Nc1ccc(F)cc1
    0.8%, 8.8%, 6.6%, 3.4%, 0.3%, -5.7, -2.9, 0.3%

# Further structures follow:
structure,PLK1 PBD block,WRN inhibitor,EPAC1 antagonist,EPAC1 agonist,MmCpn inh,PI5P4K alpha inh,CCT modulator,EPAC2 antag
CCn1c(COc2ccccc2C)nnc1SCC(=O)NCc1ccccc1,-0.8%,-7.8%,13.6%,-2.5%,-4.5%,.,1.3,15.1%
O=C(Nc1ccc(F)cc1)c1ccc(Br)c(S(=O)(=O)N2CCOCC2)c1,-3.9%,-4.1%[57.1 µM],-9.2%,4.7%,1.9%,0.6,-0.3,-17.1%
CCC1CCCCN1Cc1nc2c(c(=O)n(C)c(=O)n2C)n1CCCc1ccccc1 (configuration not stated),0.8%,0.8%,14.4%,-2.0%,0.0%,-1.6,0.7,3.3%
COc1ccc(S(=O)(=O)Nc2cccc3c2O[C@H](CN(C)Cc2ccc(C(=O)O)cc2)[C@@H](C)CN([C@H](C)CO)C3=O)cc1,-7.3%,0.6%,8.1%,-16.0%,2.3%,-0.5,0.8,-7.4%
O=C(CN1CCOCC1)Nc1ncc(Cc2cccc3ccccc23)s1,2.1%,-7.3%,2.5%,2.4%,0.5%,.,-10.2,-3.9%
Cc1ccccc1-c1n[nH]c(=S)n1C,-9.1%,-21.9%[57.1 µM],?,2.8%,-1.3%,-3.2,0.1,0.5%
Cc1ccc(C(=O)C2=C(O)C(=O)N(Cc3cccnc3)C2c2ccc(Br)cc2)o1 (configuration not stated),-8.1%,-14.6%,-12.5%,2.3%,-4.0%,-8.8,-2.4,-1.6%
CCN(CC)C(=O)CSc1nc2cc3c(cc2c(=O)n1CCCC(=O)NCc1ccc(OC)cc1)OCO3,-3.3%,-5.9%,2.2%,-2.3%,0.5%,3.6,-5.2,-0.5%
CCCC1CCC(=NNC(=S)NCCc2ccccc2)CC1 (configuration not stated),-10.1%,6.8%,-4.1%,-3.6%,-1.5%,54.6,1.1,-0.9%
Cc1cc(C)cc(N(CC(=O)O)S(=O)(=O)c2c(C)noc2C)c1,-8.5%,-7.1%,5.3%,9.1%,1.6%,.,0.5,-0.9%
O=C(c1ccccc1)N1CCCOC1c1ccccc1 (configuration not stated),-1.6%,-0.4%,-19.6%,0.0%,3.7%,-4.8,2.0,-1.6%
NC(=O)C1CCN(C(=O)c2cc(S(=O)(=O)N3CCOCC3)ccc2Cl)CC1,-8.2%,-1.6%,-9.6%,-0.2%,0.2%,5.8,1.5,16.4%
O=C(Oc1ccc(N(Cc2cccs2)C2=NS(=O)(=O)c3ccccc32)cc1)c1ccccc1F,0.6%,-4.4%,-0.7%,6.1%,0.9%,1.7,0.4,-0.1%
CCCCn1c(SCC(=O)N(C)C2CCS(=O)(=O)C2)nc2cc(S(N)(=O)=O)ccc21 (configuration not stated),-3.3%,5.9%,-3.2%,0.0%,-2.5%,-10.1,0.7,13.1%
CCCCOc1ccc(C(O)C(CN2CCOCC2)c2ccccc2)cc1 (configuration not stated),-4.5%,6.0%,4.4%,1.6%,1.3%,1.0,-0.7,-3.6%
O=C(Nc1cccn(Cc2c(Cl)cccc2Cl)c1=O)c1ccccc1Cl,1.9%,-1.6%,11.7%,15.2%,-1.7%,9.0,0.9,5.3%[57.1 µM]
CCCCc1ccc(C2C3=C(CC(C)(C)CC3=O)NC3=C2C(=O)c2ccccc23)cc1 (configuration not stated),-14.3%,-8.6%,-5.8%,-4.7%,-0.7%,8.4,-1.2,-7.0%
CCOc1ccc(CCNC(=O)CS(=O)Cc2nc(-c3ccccc3Cl)oc2C)cc1OCC (configuration not stated),-5.1%,2.9%,4.0%,-6.6%,1.6%,1.0,-0.3,-1.4%
CC(=O)c1ccc(-n2c(-c3cc(-c4ccsc4)n[nH]3)n[nH]c2=S)cc1,-24.8%,-14.0%,-1.2%,2.0%,-0.1%,?,-1.9,-0.5%
O=S(=O)(NCc1ccccc1)c1ccc(S(=O)(=O)NCC2CCCO2)cc1 (configuration not stated),-27.6%,-1.4%,?,5.1%,-1.0%,2.3,0.7,-16.8%
Cc1ccn2c(-c3n[nH]c(=S)n3C)c(C)nc2c1,?,0.0%,16.9%,7.2%,-1.0%,-21.3,-3.6,11.5%
C=CCNC(=O)c1ccc(-c2nc(-c3ccc(Cl)cc3Cl)cs2)cc1,-1.5%,0.8%,-14.2%,-7.3%,2.4%,-0.3,1.5,6.3%
Cc1ccc(S(=O)(=O)NC(Cc2ccccc2)C(=O)O)cc1C (configuration not stated),-3.5%,5.8%,-4.5%,9.5%,-1.8%,-8.7,0.6,-10.7%
COc1ccc(OC)c(NC(=O)CCCN2C(=S)NC(C)(C)CC2C)c1 (configuration not stated),-7.2%,-2.8%,-1.4%,-14.4%,1.4%,0.8,-1.1,14.6%
Cc1cc(NC(=O)Cn2cnc3sccc3c2=O)no1,-3.7%,-21.8%,2.4%,13.0%,-0.8%,0.2,-4.0,-2.6%
O=C(NCCc1nc2ccccc2[nH]1)c1ccco1,-7.0%,1.5%,6.5%,7.1%,-0.2%,.,-4.9,10.4%
C=CCN(c1ccccc1)S(=O)(=O)c1cccc(C(=O)NCc2ccco2)c1,-9.9%,?,-23.6%,8.0%,-1.2%,-5.9,0.9,-0.5%
CC(=O)O/N=C(/c1nonc1N)N(C)C,-5.1%,14.3%,-0.2%,-11.1%,-0.6%,1.3,-1.7,1.2%
O=C(Nc1cccnc1)c1ccc2nc(-c3ccccc3)c(-c3ccccc3)nc2c1,-14.2%,-7.6%,-17.5%,22.4%,0.2%,4.6,-0.2,-1.4%
CC(=O)c1ccc(N2CCN(CC(=O)Nc3ccccc3N3CCOCC3)CC2)cc1,2.4%,-1.4%,-4.5%,-12.3%,0.7%,-0.4,1.6,6.1%

# Screens: PubChem, National Center for Advancing Translational Sciences (NCATS)
